POLI inh = qHTS for Inhibitors of Polymerase Iota. DNA polymerase iota (Homo sapiens), Q9UNA4. Pol iota fluorescent replication assay, 10 min. Potency, µM (series often up to 115 µM), for inactives: at the highest dose activity, negative = inhibition, usual class: inhibitors. actives 1% (n = 390,000). AID 588590, 2011
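Fluorescent replication assay read twice, at 0 min and 10 min after adding 50 nM (final) substrate. Enzyme (10 nM) and compounds were first incubated 15 min at room temperature; enzyme-free buffer wells were negative controls.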
Pin1 inh = qHTS Assay to Find Inhibitors of Pin1 | Peptidyl-prolyl cis-trans isomerase NIMA-interacting 1 (Homo sapiens), Q13526 | Pin1 FP peptide displacement, HiFluor488, 10 min | Potency, µM (series often up to 115 µM), without a hit: top-dose activity, negative = inhibition, most hits filed as inhibitors | actives 0.009% (n = 390,000) | AID 504891, 2011; active = well fitted inhibition curve with a large enough effect in the polarisation, with a control signal flat, not every such curve was filed as active; inconclusive = small, poorly fitted or top-dose-only effect, or effect the other way, or a change in a side signal; inactive = no such curve, though single readings can be large or run the other way; the % refers to the polarisation; also: % is scaled to controls: 0 for no effect and ±100 for the full control effect
Target sequence (Q13526 whole entry, looked up): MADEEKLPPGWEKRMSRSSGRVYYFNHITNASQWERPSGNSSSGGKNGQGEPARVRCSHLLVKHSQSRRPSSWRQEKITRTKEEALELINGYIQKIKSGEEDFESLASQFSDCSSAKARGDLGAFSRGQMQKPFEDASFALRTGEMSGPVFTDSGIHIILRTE
HP1b chromo inh = HTS for Inhibitors of HP1-beta Chromodomain Interactions with Methylated Histone Tails | Chromobox protein homolog 1 (Homo sapiens), P83916 | AlphaScreen HP1-beta / biotin-H3K9me3 peptide binding | Potency, µM (top dose mostly 114 µM), for inactives: top-dose activity change, negative = inhibition, most hits filed as inhibitors | actives 0.56% (n = 390,000); also: nearly all actives have a fitted effect of over 70% in size; inactives centre near 23
Target sequence (P83916 whole entry, looked up): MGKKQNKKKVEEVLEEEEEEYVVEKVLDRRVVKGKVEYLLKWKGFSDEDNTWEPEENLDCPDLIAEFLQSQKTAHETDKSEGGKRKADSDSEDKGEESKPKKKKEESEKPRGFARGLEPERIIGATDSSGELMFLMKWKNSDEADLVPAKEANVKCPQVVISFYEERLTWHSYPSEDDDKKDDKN
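HP1-beta protein (50 nM final) preincubated 30 min at room temperature with biotinylated H3(1-18)K9me3 peptide (50 nM) in PBS pH 7.4, 0.01% Tween-20, then compound added for 30 min. AlphaScreen streptavidin donor/nickel chelate acceptor beads (10 ug/mL final), 30 min dark, luminescence read.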
GLS inh = qHTS for Inhibitors of Glutaminase (GLS); Glutaminase kidney isoform, mitochondrial (Homo sapiens), O94925; GLS enzymatic activity, qHTS titration; Potency, µM (highest dose often 45.5 µM), for inactives: at the top dose activity change, negative = inhibition, most hits filed as inhibitors; actives 0.21% (n = 410,000); AID 624170, 2012; also: % is scaled to controls: 0 for no effect and ±100 for the full control effect
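Glutamate formation by hKGA was monitored fluorometrically using coupled glutamate oxidase, HRP and Amplex Red. Substrate was added as 1 mM L-glutamine solution; incubation was 30 min at RT after an initial read.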
G9a inh = qHTS Assay for Inhibitors of Histone Lysine Methyltransferase G9a; Histone-lysine N-methyltransferase EHMT2 (Homo sapiens), Q96KQ7; actives 8.8% (n = 350,000); G9a H3K9 monomethylation, AlphaScreen, 2 h; AID 504332, 2011; Potency, µM (doses to about 102 µM), without a hit: top-dose activity, negative = inhibition, actives largely listed as inhibitors; also: % is scaled to controls: 0 for no effect and ±100 for the full control effect; nearly all actives have a fitted effect of over 75% in size
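Step 1: enzyme (final 20 nM) with compound, 15 min RT. Step 2: substrate peptide 500 nM and SAM 20 uM, 2 h RT. Step 3: anti-H3K9me1 antibody and AlphaScreen beads, 10 min, then plate read.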
JMJD2A Tudor = qHTS Assay for Inhibitors of JMJD2A-Tudor Domain | Lysine-specific demethylase 4A (Homo sapiens), O75164 | AlphaScreen JMJD2A-Tudor / H3K4me3 peptide binding | Potency, µM (titrated, usually from 114 µM), for the others: top-dose activity change, negative = inhibition, hits mostly inhibitors | actives 4.4% (n = 390,000) | AID 504339, 2011; also: % is scaled to controls: 0 for no effect and ±100 for the full control effect; nearly all actives have a fitted effect of over 50% in size
BAZ2B block = qHTS Assay for Inhibitors of BAZ2B. Bromodomain adjacent to zinc finger domain protein 2B (Homo sapiens), Q9UIF8. AlphaScreen BAZ2B-H3K14Ac peptide displacement. Potency, µM (series often up to 114 µM), for inactives: at the highest dose activity change, negative = inhibition, actives largely listed as inhibitors. actives 4.4% (n = 360,000); also: % is scaled to controls: 0 for no effect and ±100 for the full control effect; nearly all actives have a fitted effect of over 60% in size
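Protein-peptide AlphaScreen: BAZ2B 50 nM, b-H3K14Ac 50 nM, 1x PBS pH 7.4 + 0.01% Tween-20. Preincubation 30 min RT; cpd 30 min RT (top 110 uM); beads 20 min RT, light-protected.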
BLM helicase inh = qHTS Assay for Inhibitors of Bloom's syndrome helicase (BLM) | RecQ-like DNA helicase BLM (Homo sapiens), P54132 | recombinant BLM DNA unwinding, fluorescence dequenching | Potency, µM (titrated, usually from 56.1 µM), for the others: top-dose activity change, negative = inhibition, most hits filed as inhibitors | actives 0.2% (n = 350,000);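 also: plate controls were vehicle for no effect and no enzyme for full effect; nearly all actives have a fitted effect of over 35% in size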
PGK inhibitor = qHTS Assay to Find Inhibitors of Phosphoglycerate Kinase; Phosphoglycerate kinase, glycosomal (Trypanosoma brucei brucei), P07378; PGK/GAPDH coupled, Kinase-Glo luminescence, 60 min; Potency, µM (series often up to 57.5 µM), for the others: at the top dose activity change, negative = inhibition, most hits filed as inhibitors; actives 0.043% (n = 380,000); AID 602233, 2012; also: % is scaled to controls: 0 for no effect and ±100 for the full control effect; nearly all actives have a fitted effect of over 60% in size
Target sequence (P07378 whole entry, looked up): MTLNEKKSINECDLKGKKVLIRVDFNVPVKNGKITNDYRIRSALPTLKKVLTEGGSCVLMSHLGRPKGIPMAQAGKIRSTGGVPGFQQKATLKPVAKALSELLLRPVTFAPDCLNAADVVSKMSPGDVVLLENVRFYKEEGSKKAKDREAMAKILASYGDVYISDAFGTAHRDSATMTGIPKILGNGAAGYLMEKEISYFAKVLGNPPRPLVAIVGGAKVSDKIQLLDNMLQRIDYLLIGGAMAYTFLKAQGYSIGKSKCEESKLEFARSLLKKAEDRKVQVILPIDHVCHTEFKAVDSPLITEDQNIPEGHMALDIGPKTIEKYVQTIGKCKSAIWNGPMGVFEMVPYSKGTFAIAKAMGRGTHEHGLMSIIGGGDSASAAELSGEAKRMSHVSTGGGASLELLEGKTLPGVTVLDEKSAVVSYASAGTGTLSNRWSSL
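Luminescent ATP detection (Kinase-Glo Plus) follows a 60-minute room-temperature incubation, with wells lacking PGK as controls. Buffer: 100 mM TEA (pH 7.6), 5 mM MgCl2, 0.01% Tween-20. Coupling enzyme GAPDH (100 nM final) supplies unstable 1,3-BPG in-well.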
The depositor's hits bear a star; i = inactive; ? = inconclusive; / = not tested or not shown; [ ] = remark or other dose. Unless noted, calls follow the shape of the dose curve; as a rule, active = well fitted curve in the direction sought with a large enough effect; inconclusive = small, poorly fitted or top-dose-only effect, or another doubt; inactive = no such curve, though single readings can be large; an effect the other way counts as inactive or inconclusive. Potency is read from the fitted curve at half-maximal effect. An excerpt; rates above refer to the full screens.

G9a inh | POLI inh | BAZ2B block | canonical_smiles | BLM helicase inh | HP1b chromo inh | PGK inhibitor | Pin1 inh | JMJD2A Tudor | GLS inh
0%[59 µM] | -3% | -32% | COc1cccc(CC(=O)Nc2nc(-c3cccnc3)cs2)c1 | 0% | -4% | i | ? | -18% | -11%
-2%[59 µM] | ? | 3%[57.1 µM] | Cc1ccc2c(=O)c(C(=O)c3ccccc3)cn(CC(=O)Nc3ccc4c(c3)OCCO4)c2n1 | -3% | 19% | -4% | ? | -4% | 0%
15%[0.501 µM] | -11% | -11% | COc1ccc(CN(C)C(c2ccccc2)c2nnnn2-c2ccccc2C)c(OC)c1C (centres undefined) | -4% | 26% | -9% | 4% | -20% | 2%
71µM* | -5% | ? | CCOc1ccccc1N1CCN(Cc2cc3c(cc2[N+](=O)[O-])OCO3)CC1 | -6% | -14% | i | -3% | ? | 3%
38%[12.7 µM] | 31%[activator] | -1% | CCOCCCNS(=O)(=O)c1ccc2c(c1)CCN2C(=O)CC | 0% | 24% | 0% | 6% | -12% | -2%
8.9µM* | -1% | 40µM* | COc1cccc(-c2cnc(NCc3cc(Cl)ccc3O)n2C)c1 | -5% | ? | -7% | 2% | 4.5µM* | 12%
-21% | -14% | -8% | Cc1cccc(COCC(Cc2ccccc2)N2CCN(C(=O)c3ccc(Cl)c(Cl)c3)CCC2=O)c1 (centres undefined) | -11% | 22% | -5% | -3% | -30% | 0%
8% | ? | 6% | O=C(NNC(=O)c1cc(-c2ccncc2)nc2ccccc12)c1ccccc1O | / | 12% | -6% | 1% | -28% | 24%
-6%[59 µM] | -23% | 6% | CCOC(=O)c1ccc(NC(=O)COC(=O)c2cn(CC)c3nc(C)ccc3c2=O)cc1 | -4% | 11% | -14% | -8% | -16% | 2%
-6%[59 µM] | 2% | -21% | Cn1nnc2c(NCc3ccco3)nccc21 | 1% | 18% | -16% | -8% | 2% | 3%
0%[59 µM] | 21% | -9% | Cc1ccc(C)c(S(=O)(=O)c2nnn3c2nc(Nc2ccc(F)c(Cl)c2)c2sccc23)c1 | -5% | 44%[activator] | -2% | 29% | -16% | -9%
19%[59 µM] | 81%[activator] | -11% | COC(=O)Cc1ccc(NC(=S)NCc2cccc(OC)c2)cc1 | -5% | 27% | i | -1% | -8% | -6%
6%[59 µM] | 2% | 2% | Cc1ccc(-c2nc3ccccc3c(=O)n2NC(=O)COc2ccccc2)cc1 | -1% | 39% | -5% | 4% | 1%[57.1 µM] | -5%
1%[59 µM] | 16% | 5% | CC(=O)Nc1ccc2c(c1)CCCC2 | -3% | 56%[activator] | -11% | -9% | 8% | -5%
-17%[59 µM] | -10% | -13% | CCOC(=O)Cc1ccc(NC(=O)N2CCOc3ccc(C)cc32)cc1 | 0% | 39% | -6% | 0% | -12% | -1%
/ | 17% | / | Cc1ccc(Nc2nc(-c3ccc(S(=O)(=O)N4CCOCC4)cc3)cs2)cc1 | / | -5% | -3% | 4% | -35% | -19%
-38%[59 µM] | -17% | 3% | Cc1ccc(NS(=O)(=O)c2ccc(NS(=O)(=O)c3cccs3)cc2)cc1 | -3% | 18% | -5% | -3% | -17% | 18%
/ | 27% | ? | NS(=O)(=O)c1ccc(NC(=S)NCc2ccc3c(c2)OCO3)cc1 | 2% | 3% | -10% | 4% | -12% | -1%
-19% | ? | -8% | Cc1ccccc1C(=O)NCC(=O)OC(C)C(=O)Nc1ccnn1C(C)C (centres undefined) | / | 26% | -4% | ? | -2% | 0%
? | 44%[activator] | -27% | CCn1cc(/C=C(\NC(=O)c2ccc(OC)c(OC)c2)C(=O)N2CCN(C)CC2)c2ccccc21 | 1% | 0% | 3% | 0% | ? | -4%
0%[12.7 µM] | ? | 12% | COc1ccc2[nH]c(C)c(CN3CCCCC3)c(=O)c2c1 | 4% | 23% | 6% | 3% | -12% | 8%
-27% | -7% | -7% | c1ccc(Cn2c3ccccc3c3nnc(SCCN4CCCCC4)nc32)cc1 | -4% | -1% | -2% | -3% | ? | -19%
-2%[12.7 µM] | 8% | -4% | COC(=O)c1ccccc1S(=O)(=O)N(CCCO)Cc1cc2c(C)ccc(C)c2[nH]c1=O | 3% | 5% | -8% | -6% | -13% | -2%
/ | 151%[activator] | 5% | CCOC(=O)c1sc(NC(=O)CSC(=S)N2CCOCC2)nc1C | -3% | 52%[activator] | i | 2% | 3% | 1%
/ | 20% | / | O=S1(=O)c2ccc(Br)cc2OC(COCc2ccccc2)CN1Cc1ccccc1 (centres undefined) | / | 34% | -3% | 0% | -34% | 8%
/ | -10% | / | N#CC1=C(SCC(N)=O)NC(=O)CC1c1cccc2ccccc12 (centres undefined) | / | 29% | -7% | -10% | -7% | -19%
/ | 11% | -6% | O=C1[C@H]2[C@@H](C3CC3)N3C(=O)CN(Cc4ccccn4)C(=O)[C@@]3(Cc3ccccc3)[C@H]2C(=O)N1c1ccccc1 | -2% | 50%[activator] | 8% | -18% | 4% | 4%
45µM* | 67%[activator] | -12% | CCn1c(O)c(C#N)c(C)cc1=O | -13% | 15% | -5% | -12% | -13% | -13%
2%[0.501 µM] | 18% | -5% | O=C(/C=C/c1ccccc1)NCCS(=O)(=O)N1CCN(c2ccc(F)cc2)CC1 | / | 17% | -9% | 10% | -3% | 2%
-6%[59 µM] | ? | -2% | C=C(C)Cn1c(SCC(=O)Nc2cccc(C)c2)nc2sc3c(c2c1=O)CCCC3 | -7% | 5% | -4% | -1% | 7% | -9%

Entries of single compounds, quoted from the list. Values in the order: G9a inh | POLI inh | BAZ2B block | BLM helicase inh | HP1b chromo inh | PGK inhibitor | Pin1 inh | JMJD2A Tudor | GLS inh
COc1ccc(CN(C)C(c2ccccc2)c2nnnn2-c2ccccc2C)c(OC)c1C (centres undefined) in the list: 15%[0.501 µM] | -11% | -11% | -4% | 26% | -9% | 4% | -20% | 2%
CCOC(=O)Cc1ccc(NC(=O)N2CCOc3ccc(C)cc32)cc1 in the list: -17%[59 µM] | -10% | -13% | 0% | 39% | -6% | 0% | -12% | -1%
C=C(C)Cn1c(SCC(=O)Nc2cccc(C)c2)nc2sc3c(c2c1=O)CCCC3 in the list: -6%[59 µM] | ? | -2% | -7% | 5% | -4% | -1% | 7% | -9%
O=C(/C=C/c1ccccc1)NCCS(=O)(=O)N1CCN(c2ccc(F)cc2)CC1 in the list: 2%[0.501 µM] | 18% | -5% | / | 17% | -9% | 10% | -3% | 2%
Cn1nnc2c(NCc3ccco3)nccc21 in the list: -6%[59 µM] | 2% | -21% | 1% | 18% | -16% | -8% | 2% | 3%

Other records:
G9a inh | POLI inh | BAZ2B block | canonical_smiles | BLM helicase inh | HP1b chromo inh | PGK inhibitor | Pin1 inh | JMJD2A Tudor | GLS inh
-8%[59 µM] | 9% | ? | Cc1cc(C)c(NC(=O)CCCn2c(C)c3cnn(-c4ccccc4)c(=O)c3c2C)c(C)c1 | -5% | 19% | -1% | -2% | -34% | -1%
-32% | 39% | -3% | CC(OC(=O)CNC(=O)c1ccco1)C(=O)N(C)c1ccccc1 (centres undefined) | 3% | -15% | -7% | 1% | -21% | 3%
45µM* | 91%[activator] | ? | O=C(NCc1cccnc1)c1ccc(Cl)c(S(=O)(=O)Nc2ccccc2C(=O)NCc2cccnc2)c1 | 1% | 36% | 2% | -2% | -11% | -1%
131%[activator] | 32%[activator] | 26% | CCn1nc(C)c(Br)c1C(=O)Sc1ccccc1Cl | -3% | 128%[activator] | 0% | -6% | 78%[activator] | -3%
-10%[2.33 µM] | 10% | -1% | Cc1cccc(Cn2nnc3ccccc32)c1O | / | 56%[activator] | 3% | 0% | -7% | -2%
-6% | 29% | -7% | CCCCCC(=O)N/N=C/c1ccccc1[N+](=O)[O-] | -2% | 12% | 3% | -5% | 4% | -6%
? | 36%[activator] | 0% | COc1ccc(-c2n[nH]c3c2CN(C(=O)c2ccc(F)cc2)CC3)cc1 | -1% | 38%[activator] | -1% | -4% | -11% | -1%
26% | -15% | 1% | C=CCn1c(SCC(=O)Nc2ccc(F)cc2F)nnc1-c1cnccn1 | 3% | 14% | -6% | -5% | -11% | -3%
0%[59 µM] | 12% | -1% | Cc1ccc(NC(=O)N2CCN3CCCCC3C2)cc1F (centres undefined) | -3% | 57% | -1% | 4% | -8% | -3%
50µM* | 8% | ? | O=S(=O)(c1cccc2nsnc12)N1CCN(C/C=C\c2ccccc2)CC1 | -1% | -19% | / | 1% | ? | 4%
2%[59 µM] | 21% | -26% | CCN(CC)CCNC(=O)Cn1ncc2c3ccccc3n(Cc3ccccc3C)c2c1=O | 6% | 28% | i | -4% | -30% | -2%
-19%[59 µM] | 28% | 4% | CCc1ccc(S(=O)(=O)c2cn(C)c3ccc(C)cc3c2=O)cc1 | -2% | 53%[activator] | -9% | -6% | -7% | 0%
3%[12.7 µM] | 3% | 9% | CC(=O)N1CCN(C(=O)c2ccc(-c3ccccc3Cl)o2)CC1 | / | 21% | -2% | 10% | -10% | 8%
-2%[59 µM] | -5% | 1% | CCC(=O)N1CCc2cc(Br)cc(S(=O)(=O)N3CCC(C(=O)Nc4ccc(OC)cc4)CC3)c21 | -1% | 32% | -1% | 11% | -11% | 8%
